Screening data from PubChem BioAssay.
Growth percent in the NCI-60 one-dose screen (48 h, 10 µM unless noted): 100 = growth as untreated, 0 = no growth, -100 = all killed.
UACC-257: UACC-257 melanoma; hit rate 4.4% among 78,000
SK-MEL-2: SK-MEL-2 melanoma; AID 1794763; hit rate 4.7% among 77,000
MALME-3M: MALME-3M melanoma. hit rate 5.8% among 78,000. AID 1794766
BT-549: BT-549 breast cancer; AID 1794793; hit rate 4.4% among 78,000
UACC-62: UACC-62 melanoma; hit rate 5.4% among 81,000; AID 1794756
HS 578T: HS 578T breast cancer; hit rate 4.1% among 78,000; AID 1794788
LOX IMVI: LOX IMVI melanoma; hit rate 7.4% among 79,000; AID 1794757
T-47D: T-47D breast cancer. hit rate 5% among 79,000
Numbers without * were called inactive; x = not tested or not shown; & = joins results of further samples. The calls were made as follows: active = growth percent below 10; inactive = the rest.

SMILES | UACC-257 | SK-MEL-2 | MALME-3M | BT-549 | UACC-62 | HS 578T | LOX IMVI | T-47D
CC(C)OC(=S)[S-].[Au+].c1ccc([PH+](c2ccccc2)c2ccccc2)cc1 | 28 | 33 | 6.0* | -3.8* | 0.8* | 16 | -65* | x
O=S(=O)(F)c1ccc(N=C=S)cc1 | x | 97 | 97 | 94 | 99 | 129 | 98 | 81
CC[C@H](C)[C@H](NC(=O)c1cnccn1)C(=O)N(C)[C@H](C[C@@H](OC(C)=O)c1nc(C(=O)N[C@@H](Cc2ccccc2)C[C@H](C)C(=O)OC)cs1)C(C)C | 44 | 31 | 70 | -7.3* | 34 | 12 | 18 | 61
CN(C)CCC(O)c1c[nH]c2ccccc12 (centres undefined) | 113 | 104 | 97 | 105 | 90 | 107 | 93 | 128
Cc1ccc(OC(=O)Cc2ccccc2)cc1 | 115 | 114 | 96 | 114 | 110 | 113 | 108 | 176
CCSCC1CC(O)(c2c(C)nn(Cc3ccccc3)c2C)C(=O)O1 (centres undefined) | 120 | 99 | 129 | 79 | 100 | 65 | 104 | 106
O=C(/C=C/c1ccc(OC(F)(F)F)cc1)c1nc2ccccc2n1Cc1ccc(F)cc1 | 67 | 99 | 82 | 70 | 69 | x | x | 49
O=C1NC(=O)C(=Cc2cn(C(=O)c3ccccc3)c3ccccc23)C(=O)N1 | 87 | 97 | 90 | 105 | 86 | 103 | 91 | 95
CC(Br)C(=O)C(c1ccccc1)(c1ccccc1)C(C)CN1CCCCCC1 (centres undefined) | 106 | 107 | 96 | 100 | 96 | 127 | 103 | 103
Cn1c(=O)c2c(nc(N(CCCl)CCCl)n2C)n(C)c1=O | 107 | 97 | 103 | 101 | 103 | 111 | 105 | 87
CC1Cc2cc3c(cc2CN1)OCO3 (centres undefined) | 95 | 101 | 97 | 98 | 101 | 112 | 97 | 100
CCNC(C)(C)C(=O)c1ccco1 | 104 | x | 95 | 109 | 104 | 100 | 91 | 97
CCOC(=O)C(C)Br (centres undefined) | 105 | 112 | 97 | 113 | 102 | 96 | 100 | 98
O=C(COc1ccc([N+](=O)[O-])cc1)Nc1ccc(S(=O)(=O)F)cc1 | 88 | 104 | 97 | 94 | 90 | 105 | 85 | 82
COc1ccc(OC)c(C(O)C(C)N)c1 (centres undefined) | 97 | 118 | 95 | 93 | 103 | 100 | 97 | 95
CC(=O)Nc1ccc(S(=O)(=O)F)cc1[N+](=O)[O-] | 98 | 93 | x | x | 97 | 112 | 87 | 108
CCCCCCCCCCC(C(=O)c1ccccc1)N1CCOCC1 (centres undefined) | 106 | 94 | 107 | 116 | 85 | 104 | 98 | 88
Cc1ccc2c(c1)Oc1ccccc1N=C2 | 108 | 107 | 110 | 99 | 105 | 101 | 98 | 95
COc1cc(/C=C\c2cc(OC)c(OC)c(OC)c2)cc(N/C=C\C(=O)c2ccc(OC(F)(F)F)cc2)c1OC | 51 | -13* | x | 45 | x | 29 | 33 | 38
O=c1oc2ccccc2c2c1C(c1coc3ccccc3c1=O)c1c(c3ccccc3oc1=O)O2 | 103 | 95 | 88 | 81 | 103 | 99 | 95 | 95
O=c1oc2ccccc2c(O)c1Cc1c(O)c2ccccc2oc1=O | 91&112&107 | 107&104&131 | 114&72 | 103&91&81 | 107&108&98 | 110&95&116 | 98&102&95 | 101&106&97
N#C[Se]CCN1C(=O)c2ccccc2C1=O | 7.1* | 44 | 18 | 34 | 23 | 22 | 5.8* | 50
N#CCN(CC#N)[N+](=O)[O-] | 113 | 105 | 111 | x | 98 | 89 | 109 | 92
C[C@@H]1C/C=C\C(=O)O[C@H](/C=C/C#C/C=C/C(C)(C)[C@@H](O)c2cccc(O)c2Br)[C@@H](C)/C=C/[C@H](C)C[C@H](OC(N)=O)C1 | -11* | 15 | 28 | 44 | -42* | 55 | -2.9* | 13
CC(C)[C@]12O[C@H]1[C@@H]1O[C@]13[C@]1(O[C@H]1C[C@H]1c4c(C(=O)c5ccccc5)oc(OC(=O)c5ccccc5)c4CC[C@@]13C)[C@@H]2O | -25* | x | -59* | -24* | -29* | -31* | 9.1* | 6.5*
CC1=C([Te]c2ccc(O)cc2)C(=O)c2ccccc2C1=O | 12 | 31 | 5.2* | -1.3* | 5.4* | 8.4* | 5.1* | -67*
O=C1C=C(N2CC2)c2ccccc2C1=O | 83 | 91 | 106 | 71 | 98 | 107 | 39 | 75
O=C(O)C1CC2CC1C1C2C2(Cl)C(Cl)=C(Cl)C1(Cl)C2(Cl)Cl (centres undefined) | 83&97 | 97&91 | 93&91 | 83&95 | 82&92 | 92 | 85&90 | 94&90
CC1(C)CC(=O)CC(C)(C)N1O | 114 | 107 | 135 | 102 | 102 | 106 | 124 | 116
CC[C@H](C)[C@H](NC(=O)[C@H]1CCCCN1C)C(=O)N(C)[C@H](C(=O)NC12CC(C(=O)N[C@@H](Cc3ccccc3)C[C@H](C)C(=O)OC)(C1)C2)C(C)C | 102 | 89 | 106 | 101 | 102 | 118 | 92 | 86
Nc1ccc(N=Nc2ccc(-c3ccc(N=Nc4c(S(=O)(=O)O)cc5cc(S(=O)(=O)O)c(N=Nc6ccccc6)c(O)c5c4N)cc3)cc2)c(N)c1 | 107 | 91 | 98 | 115 | 100 | 104 | 96 | 89
CN(C)c1ccnc(CNCCSC2c3ccccc3C=Cc3ccccc32)c1 | 89 | 73 | 82 | 100 | 79 | 91 | 93 | 75
Nc1ccc(CCCCc2ccc(S(=O)(=O)F)cc2Cl)c(Cl)c1 | 106 | x | 114 | 99 | 107 | 99 | 98 | 95
O=C(O)CC1OCC=C2CN3CCC45c6ccccc6NC4C1C2CC35 (centres undefined) | 104 | 176 | 84 | 89 | 101 | 90 | 103 | 117
CCOC(=O)C(NC(=O)C(Cc1ccc(N(CCCl)CCCl)cc1)NC(C)=O)C(C)C (centres undefined) | 87 | 93 | 92 | 87 | 83 | 101 | 66 | 74
CC(C)(O)/C=C/C(=O)[C@](C)(O)[C@H]1[C@H](O)C[C@@]2(C)[C@H]3CC=C4[C@@H](C[C@H](O)C(=O)C4(C)C)[C@]3(C)C(=O)C[C@]12C | x | -28* | -28* | -25* | -2.6* | 3.8* | -14* | 27
CC(C)[C@@H](C)/C=C/[C@@H](C)[C@H]1CC[C@@H]2[C@]1(C)CC[C@H]1[C@@]23OO[C@@]2(C[C@@H](O)CC[C@]12C)[C@H]1O[C@H]13 | 118 | 111 | 93 | 95 | 96 | 118 | 86 | 71
CCN(CC)CCOc1ccc(C)cc1 | 83 | 97 | 115 | 98 | 97 | 92 | 96 | x
Cc1ncc([N+](=O)[O-])n1CCOC(N)=O | 106 | 66 | 94 | 100 | 103 | 83 | 97 | 98
O=C(O)Cc1ccccc1 | 98 | 96 | 99 | 99 | 99 | 103 | 88 | 92

Quoted at random: 5 entries already listed, in no set order.
SMILES | UACC-257 | SK-MEL-2 | MALME-3M | BT-549 | UACC-62 | HS 578T | LOX IMVI | T-47D
O=C(/C=C/c1ccc(OC(F)(F)F)cc1)c1nc2ccccc2n1Cc1ccc(F)cc1 | 67 | 99 | 82 | 70 | 69 | x | x | 49
Cc1ccc(OC(=O)Cc2ccccc2)cc1 | 115 | 114 | 96 | 114 | 110 | 113 | 108 | 176
CCNC(C)(C)C(=O)c1ccco1 | 104 | x | 95 | 109 | 104 | 100 | 91 | 97
CCSCC1CC(O)(c2c(C)nn(Cc3ccccc3)c2C)C(=O)O1 (centres undefined) | 120 | 99 | 129 | 79 | 100 | 65 | 104 | 106
CCOC(=O)C(NC(=O)C(Cc1ccc(N(CCCl)CCCl)cc1)NC(C)=O)C(C)C (centres undefined) | 87 | 93 | 92 | 87 | 83 | 101 | 66 | 74

Compounds from the list above with a CF3 group, in the order listed:
SMILES | UACC-257 | SK-MEL-2 | MALME-3M | BT-549 | UACC-62 | HS 578T | LOX IMVI | T-47D
O=C(/C=C/c1ccc(OC(F)(F)F)cc1)c1nc2ccccc2n1Cc1ccc(F)cc1 | 67 | 99 | 82 | 70 | 69 | x | x | 49
COc1cc(/C=C\c2cc(OC)c(OC)c(OC)c2)cc(N/C=C\C(=O)c2ccc(OC(F)(F)F)cc2)c1OC | 51 | -13* | x | 45 | x | 29 | 33 | 38

(listing goes on)
SMILES | UACC-257 | SK-MEL-2 | MALME-3M | BT-549 | UACC-62 | HS 578T | LOX IMVI | T-47D
C[C@H]1CC[C@@]2(C)[C@@H](CC[C@@H]3[C@@H]2CC[C@]2(C)[C@@H](O)CC[C@@H]32)C1 | 131 | 102 | 105 | 101 | 77 | x | 80 | 88
NOCCC(N)C(=O)O (centres undefined) | 96 | 110 | 91 | 99 | 110 | 103 | 87 | 92
CN(C)C1OCC(C)(C)CO1 | 107 | 97 | 130 | 99 | 106 | 108 | 97 | 99
Cc1ccc(CC(N)c2ccccc2)cc1 (centres undefined) | 95 | 102 | 94 | 101 | 92 | x | x | 95
CCC1(O)CC(OC2CC(N(C)C)C(OC3CC4OC5CC(=O)C(C)OC5OC4C(C)O3)C(C)O2)c2c(cc3c(c2O)C(=O)c2c(O)ccc(O)c2C3=O)C1C(=O)OC (centres undefined) | -3.5* | -55* | -95* | -76* | -73* | -37* | -23* | -2.7*
CCOP(=O)(Nc1cccc(Cl)c1)OCC | 110 | 93 | x | 94 | x | 102 | 94 | 88
CC1=CC(=O)CCC12CCOC2=O (centres undefined) | 98 | 125 | 90 | 90 | 87 | 88 | 96 | x
CC(C)[C@H](C)/C=C/[C@@H](C)[C@H]1CC[C@@H]2[C@]1(C)CC[C@H]1[C@]23C=C[C@]2(C[C@@H](O)CC[C@]12C)OO3 | 107 | 99 | 102 | 117 | 73 | 101 | 79 | 62
CN1C(=O)CN=C(c2ccc[nH]2)c2cc(Cl)ccc21 (tested in a mixture with another compound) | 110 | 135 | 112 | 123 | 100 | 98 | 93 | 103
N#Cc1cccc([N+](=O)[O-])c1 | 127 | 100 | 161 | 99 | 105 | 114 | 100 | 95
O=Cc1cn(Cc2ccc(Cl)cc2)c2ccccc12 | 22 | 83 | 96 | 93 | -0.4* | 84 | 88 | 24
O=C1C(=O)N(c2ccccc2)P(=O)(N(CCCl)CCCl)N1c1ccccc1 | 114 | 103 | x | 108 | 108 | 107 | 98 | 106
Clc1cccc(N2COOC3(OOC2)C2CC4CC(C2)CC3C4)c1 | 98 | 98 | 73 | 88 | 93 | 89 | -63* | 69
CC1CCCN1CCC(C(N)=O)(c1ccccc1)c1ccccc1 (centres undefined) | 95 | 102 | x | 100 | 94 | 117 | x | 86
COc1cc([C@@H]2c3cc4c(cc3[C@H](OC(C)=O)[C@H]3COC(=O)[C@H]23)OCO4)cc(OC)c1OC | 76 | 33 | 69 | 31 | 43 | 47 | 19 | 58
C/C(=C/c1c[nH]c2ccccc12)[N+](=O)[O-] | 69 | 83 | 44 | x | 63 | 96 | 53 | 50
CC1([N+](=O)[O-])COP(=O)(NC2CCCC2)OC1 (centres undefined) | 96&103 | 110&100 | 110&117 | 96&116 | 103&109 | 107&98 | 107&101 | 101&111
CC1=C(C)C(=O)OC([C@@](C)(O)[C@]2(O)CC[C@@]3(O)C4C[C@@H](O)[C@@]5(O)CC=CC(=O)[C@]5(C)C4CC[C@]23C)C1 (some centres undefined) | 95 | 87 | 68 | 129 | 73 | 78 | 90 | 86
CC(=O)C1(c2ccccc2)CCNCC1 | 89 | 117 | 125 | 89 | 93 | 114 | 94 | 114
O=C(CCN1CC1)OCCOC(=O)CCN1CC1 | 104 | 102 | 127 | 100 | 101 | 120 | 100 | 100
N#Cc1ncc(/N=C/c2ccc(N(CCCl)CCCl)cc2)s1 | 82 | 57 | x | 66 | 32 | 90 | 61 | 64
CNC(=O)Oc1ccc([N+](C)(C)C)c2c1CCCC2 | 105 | 99 | 107 | x | 102 | 103 | 104 | 110
CCC[CH2][Sn]([CH2]CCC)([CH2]CCC)[O]C(=O)c1ccc(Cl)cc1Cl | -95* | -74* | -77* | -96* | -95* | -38* | -70* | -58*
C[C@]12CCc3nc(-c4cccc(O)c4)sc3C1=CC[C@@H]1[C@@H]2CC[C@]2(C)C(=O)CC[C@@H]12 | 112 | 109 | 101 | 106 | 98 | 111 | 93 | 103
COc1nc2ccccc2nc1N1CC1 | 104 | x | 96 | 103 | 97 | 92 | 92 | 89
O=C1NC(=S)NC(=O)C1=Cc1cn(-c2ccccc2)nc1-c1cc2ccccc2o1 | 85 | 93 | 87 | 86 | 79 | 91 | 56 | 48
O=C(Nc1ccccc1)N1CC1 | 98 | 112 | 107 | 109 | 93 | 80 | 96 | 109
C=C(C)C1CNC(C(=O)O)C1CC(=O)O (centres undefined) | 101&104 | 111 | 104&102 | 109&99 | 108&115 | 98&120 | 89&97 | 101&96
O=C1C=Cc2ccc3c4c(ccc1c24)C=CC3=O | 100 | 120 | 128 | x | 109 | 86 | 98 | 109
COc1ccc(C(=O)c2cc(OC)c(OC)c(OC)c2)cc1OC(C)=O | 56 | 48 | 78 | 8.6* | 39 | 44 | 20 | 55
COc1ccc2c(c1)c(-c1nc(-c3c[nH]c4ncccc34)cs1)cn2CCN1CCOCC1 | 92 | 61 | 71 | 51 | x | 38 | 45 | -2.0*
COc1ccc(C(c2ccc(OC)cc2)C(Cl)(Cl)Cl)cc1 | 79 | 77 | 92 | 110 | 85 | x | x | 68
CC(=O)[O][Hg][c]1c(C)c(C)cc(C)c1C | -64* | -48* | x | -70* | -26* | -1.5* | -95* | -28*
Cc1cccc(C)c1NC1=NCCCS1 | 98 | 143 | 94 | 98 | 91 | 114 | 95 | 105
CCC(=O)c1ccc(C)cc1 | 96 | 102 | 103 | 80 | 101 | 101 | 99 | x
O=C(CBr)c1ccc(Br)cc1 | 114 | x | 108 | x | 110 | x | 102 | 112
S=C=Nc1cccc(Cl)c1 | 98 | 106 | 111 | 91 | 101 | 104 | 98 | 103
O=C1NC(=O)C(=C/C=C/c2ccccc2)C(=O)N1 | 39 | 74 | -4.9* | 37 | -12* | 39 | -64* | 32

The list is partial; rates above refer to the full screens.
